AmpC no deterg: AmpC beta-lactamase inhibition without detergent | 0.52% of 330,000 active | AmpC nitrocefin hydrolysis, absorbance 480 nm, 0.0001% Triton | P00811 | Potency, µM (titrated, usually from 57.1 µM), for the others: at the highest dose activity change, negative = inhibition, actives largely listed as inhibitors;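 also: potency is read from the fitted curve at half-maximal effect; plate controls were no compound for no effect and no enzyme for full effect; nearly all actives have a fitted effect of over 20% in size; some results filed as inactive show a strong effect at the top dose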
Target sequence (P00811 whole entry, looked up): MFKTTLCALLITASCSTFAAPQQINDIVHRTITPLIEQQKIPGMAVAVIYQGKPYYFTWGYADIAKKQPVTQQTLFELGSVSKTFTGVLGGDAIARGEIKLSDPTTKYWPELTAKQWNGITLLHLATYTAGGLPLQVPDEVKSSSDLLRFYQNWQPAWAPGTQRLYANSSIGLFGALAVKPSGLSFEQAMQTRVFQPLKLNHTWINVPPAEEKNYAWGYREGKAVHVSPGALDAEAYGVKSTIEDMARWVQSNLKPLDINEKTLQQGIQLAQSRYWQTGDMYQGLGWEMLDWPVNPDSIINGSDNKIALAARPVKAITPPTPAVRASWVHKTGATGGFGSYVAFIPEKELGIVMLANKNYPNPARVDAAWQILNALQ
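20 mM phosphate pH 7.0 + 0.01% (detergent screen) or 0.0001% Triton X-100; 5.3 nM AmpC reagent; cpd preinc 15 min RT; nitrocefin (800 uM stock) to start; A480 q20 s × 4 min; Activity was normalised to no-enzyme and no-compound control wells.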
AMA1 RON2 block: disrupts binding of P. falciparum AMA1 to RON2 | AlphaScreen AMA1-biotinylated RON2 peptide binding | Potency, µM (series often up to 58.2 µM), without a hit: at the top dose activity change, negative = inhibition, usual class: inhibitors | 0.2% of 360,000 active | AID 720542;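 also: potency is read from the fitted curve at half-maximal effect; 0% = vehicle wells and -100% = peptide control; nearly all actives have a fitted effect of over 45% in size; some results filed as inactive show a strong effect at the top dose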
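AMA1 (3D7) with his tag at 25 nM final met compounds first, then biotinylated RON2 peptide at 25 nM; detection used donor plus acceptor beads, 10 µg/mL apiece, read by AlphaScreen after 30 min at room temperature.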
Shiga toxin inh: blocks Shiga toxin action in Vero cells; 9.2% of 290,000 active; inhibition, % at 38.7 µM; AID 2315; Vero cells, Shiga toxin protein synthesis inhibition reporter; in the data active = inhibition mostly above about 28%, no sharp cut-off; inactive = mostly below about 43%; also: 0% is about no effect
Giardia FBPA inh: Giardia lamblia aldolase inhibition | Potency, µM (top dose mostly 59.6 µM), for the others: at the highest dose activity, negative = inhibition, most hits filed as inhibitors | 0.71% of 290,000 active | purified Giardia FBPA | A8B2U2; also: potency is read from the fitted curve at half-maximal effect; % is scaled to controls: 0 for no effect and ±100 for the full control effect; nearly all actives have a fitted effect of over 55% in size
Target sequence (A8B2U2 whole entry, looked up): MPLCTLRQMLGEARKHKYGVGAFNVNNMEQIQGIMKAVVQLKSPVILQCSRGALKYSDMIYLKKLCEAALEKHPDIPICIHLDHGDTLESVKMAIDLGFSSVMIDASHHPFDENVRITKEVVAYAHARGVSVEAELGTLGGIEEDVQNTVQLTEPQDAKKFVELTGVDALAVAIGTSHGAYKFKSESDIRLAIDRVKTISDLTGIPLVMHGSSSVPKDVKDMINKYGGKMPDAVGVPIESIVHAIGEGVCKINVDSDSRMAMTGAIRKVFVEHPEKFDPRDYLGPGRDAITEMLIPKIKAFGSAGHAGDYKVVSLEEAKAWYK
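40 nM FBPA preincubated 10 min at RT with compound (up to 57.5 uM final), then substrate plus GAPDH/TPI/NAD/arsenate coupling and diaphorase/resazurin added. Fluorescence read after 20 min at RT, 525/598 nm.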
CHX counter: affects cycloheximide protein synthesis inhibition readout, counter-screen; max response, %; 12% of 300,000 active; cell reporter, cycloheximide protein synthesis inhibition counterscreen; in the data active = max response mostly above about 13%, no sharp cut-off; inactive = mostly below about 14%; also: read at 38.3 µM for the half of the compounds with a filed dose; 0% is about no effect
HCMV inh: blocks human cytomegalovirus replication; HFF cells, HCMV-luciferase reporter, 72 h; stronger effect = lower value; activity change, negative = inhibition, % at 57.5 µM; 4.5% of 410,000 active; AID 1259415; in the data active = activity change below about -60%; inconclusive = no clear call, values can overlap the other calls; inactive = above about -39%; also: % is scaled to controls: 0 for no effect and ±100 for the full control effect
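Luciferase read-out from HCMV-luciferase-infected HFFs (MOI 1 PFU/cell) 72 h post infection at 37C; compounds added after 16 h cell attachment; activity normalized between buffer-only basal and Salinomycin (10uM) inhibitor controls.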
AmpC inh detg: blocks E. coli AmpC beta-lactamase in detergent assay | P00811 | Potency, µM (titrated, usually from 114 µM), for inactives: at the highest dose activity change, negative = inhibition, usual class: inhibitors | AID 485294 | 0.041% of 370,000 active | AmpC hydrolysis of nitrocefin, absorbance 480 nm, 0.01% Triton;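 also: potency is read from the fitted curve at half-maximal effect; 0% = no-compound wells and -100% = no-enzyme wells; nearly all actives have a fitted effect of over 25% in size; some results filed as inactive show a strong effect at the top dose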
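20 mM phosphate pH 7.0 + 0.01% (detergent screen) or 0.0001% Triton X-100; 5.3 nM AmpC reagent; cpd preinc 15 min RT; nitrocefin (800 uM stock) to start; A480 q20 s × 4 min; Activity was normalised to no-enzyme and no-compound control wells.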
Numbers without * were called inactive; ? = inconclusive; / = not tested or not shown; & = joins results of further samples; [ ] = dose if it differs, or a comment. Unless noted, calls follow the shape of the dose curve; as a rule, active = well fitted curve in the direction sought with a large enough effect; inconclusive = small, poorly fitted or top-dose-only effect, or another doubt; inactive = no such curve, though single readings can be large; an effect the other way counts as inactive or inconclusive.

SMILES | AmpC no deterg | AMA1 RON2 block | Shiga toxin inh | Giardia FBPA inh | CHX counter | HCMV inh | AmpC inh detg
CC1CCN(S(=O)(=O)c2cccc(C(=O)N(Cc3ccccc3)c3ccccn3)c2)CC1 | 30% | -15% | 3 | 0% | 2 | -66* | 4%
CSCCC(NC(=O)COc1ccccc1)C(=O)N1CCC(C(N)=O)CC1 (stereo not drawn) | -5% | 108%[activator] | / | / | / | -22 | -8%
Cc1cccc(CC2S/C(=N/N=C/c3ccco3)N(c3ccccc3)C2=O)c1 (stereo not drawn) | ? | 6% | -9 | 3% | -2 | 43 | ?
CCCCCCC(=O)N(O)C1CC(=O)N(c2ccccc2)C1=O (stereo not drawn) | -13% | / | -2 | -4% | 4 | / | ?
O=C(CCS(=O)(=O)c1cccc2nonc12)NCCc1ccccc1Cl | -20% | -7% | -10 | 0% | -2 | -13 | 4%
Cc1nn2c(N3CCN(C4CCCC4)CC3)cc(C(C)(C)C)nc2c1-c1ccccc1 | -10% | 7% | -6 | 4% | -6 | -1 | 1%
CSc1nc(N2CCN(Cc3ccc4c(c3)OCO4)CC2)c2ccccc2n1 | 21% | -9% | -2 | 1% | -4 | / | 1%
CN(C(=O)COc1ccc(Br)cc1Cl)C1CCCCC1 | 43% | 2% | 53* | 5% | 24* | -16 | 1%
O=S(=O)(/N=C(/Nc1ccc(Cl)c(S(=O)(=O)Nc2ccccc2Cl)c1)c1ccc(F)cc1)c1ccccc1 | ? | -6%&-9% | 25 | -9% | 1 | 38&-31 | -6%
CC(NC(=O)c1ccc(C(C)(C)C)cc1)C(c1cccs1)N1CCOCC1 (stereo not drawn) | 3% | -4% | -9 | -5% | -2 | 9 | 0%
CN(C(=O)COC(=O)c1cc(-c2ccc(Cl)s2)nc2ccccc12)C1CCS(=O)(=O)C1 (stereo not drawn) | -1% | 1% | 19 | -2% | 5 | -28 | ?
COc1ccc(-n2c(SCC(=O)N3CCN(c4ccccc4)CC3)nc3c(c2=O)SCC3)cc1 | 0% | 12% | -6 | -4% | -5 | -30 | ?
COc1ccc(S(=O)(=O)CCC(=O)NCCc2ccc(Cl)cc2)cc1 | -1% | 16% | -10 | 1% | -4 | 22 | -3%
N=c1nc(-c2ccccc2)ccn1O | -6% | 7% | -6 | 2% | -4 | 15 | -13%
CCC(CC)c1nnc(NC(=O)c2ccc3c(c2)OCO3)s1 | -19% | -9% | 62* | -14% | 19* | 116 | -11%
NCCc1c[nH]c2ccc(C(N)=O)cc12 | -7% | -5% | / | 2%&2% | / | -11 | ?
O=C(Nc1ncc(Cc2cccc(Cl)c2)s1)c1cccs1 | -34% | 56%[activator] | 126* | / | 54* | 80 | 0%
CCCc1cc(=O)[nH]c(SCC(=O)NCCC2=CCCCC2)n1 | -19% | 11% | 18 | 15% | 9 | ? | -2%
COc1ccc(C(=O)/C=C/NCc2ccc(F)cc2)cc1OC | 54% | -5% | 26 | 5% | 8 | 0 | 10%
O=C(NCc1ccc2c(c1)OCO2)C1CC(c2ccc(Cl)c(Cl)c2)=NO1 (stereo not drawn) | -9% | -7% | -5 | / | -2 | 31 | 1%
O=C(Nc1ccc(Br)cc1)C1CCCN(C2=NS(=O)(=O)c3ccccc32)C1 (stereo not drawn) | -39% | 9% | / | / | / | -17 | -16%
Fc1ccc(Cn2cccc2C2=NC(c3ccccc3)CO2)cc1 (stereo not drawn) | -16% | ? | 75* | 0% | 69* | -30 | ?
Cc1ccccc1Nc1c([N+](=O)[O-])ccc2c1=NC1(CCCCC1)N=2 | -26% | -27% | -3 | -20% | -4 | 4 | ?
Cc1ccccc1NC(=O)CCC(=O)N/N=C/c1ccncc1 | -23% | 135%[activator] | -28 | 1% | -5 | -7 | ?
C#CCOCCOCCOCCNc1nc(N2CCN(C(=O)Cn3cc(CCO)nn3)CC2)nc(N2CCN(C(=O)[C@H]([C@@H](C)O)n3cc(CCCCN)nn3)CC2)n1 | 157%[activator] | -2% | -17 | -14% | -4 | 16 | ?
Cc1cc(C)nc(-n2ncc3c2CCCC3=O)n1 | -4% | 4% | 4 | 1% | -1 | 8 | -1%
COCCCN1C(=O)C(=O)/C(=C(/O)c2ccc(S(=O)(=O)N3CCCCC3)cc2)C1c1ccc(F)cc1 (stereo not drawn) | -22% | 0% | 6 | / | 10 | 15 | 1%
O=C(NCCN1CCOCC1)C1CC(=O)N(c2ccc(F)c(Cl)c2)C1 (stereo not drawn) | 0% | 0% | 9 | 0% | -2 | -21 | -5%
CCOC(=O)c1oc2cccc(O)c2c1C | -38% | -5% | 63* | -1% | 32* | 26 | ?
Cc1nnc(SCC(=O)NC2CCCCC2)s1 | -13% | -12% | 34 | 5% | 20 | ? | 1%
O=C(Nc1cnn(Cc2ccc(F)cc2)c1)c1cnn2c(C(F)F)cc(-c3ccccc3)nc12 | -23% | 4% | -1 | 5% | 6 | ? | 4%
CCCCC1(Br)C(=O)N(c2ccccc2)N(c2ccccc2)C1=O | -21% | -3%[11.6 µM] | / | / | / | ? | 2%
COCCN(C(=O)c1cc2c(s1)CCCCC2)c1c(N)n(CC(C)C)c(=O)[nH]c1=O | 20% | -3% | / | / | / | -7 | 0%
CCCCc1nnc(NC(=O)Cc2ccc(S(=O)(=O)N3CCOCC3)s2)s1 | -33% | 41%[activator] | / | / | / | 0 | -5%
O=C(COC(=O)c1ccc[nH]c1=O)NC1CCCCCCC1 | -15% | 1% | 53 | 1% | 9 | -31 | -5%
COc1ccc(-c2c(C(F)(F)F)nn(C)c2NC(=O)c2ccco2)cc1 | 7% | -6% | 1 | 0% | 1 | 22 | 3%

Individual results from the results shown:
`CCCCc1nnc(NC(=O)Cc2ccc(S(=O)(=O)N3CCOCC3)s2)s1` | AMA1 RON2 block = 41%[activator]
`COCCN(C(=O)c1cc2c(s1)CCCCC2)c1c(N)n(CC(C)C)c(=O)[nH]c1=O` | HCMV inh = -7

(further entries)
SMILES | AmpC no deterg | AMA1 RON2 block | Shiga toxin inh | Giardia FBPA inh | CHX counter | HCMV inh | AmpC inh detg
COc1ccc(/C=C2\N=C3CCCCCN3C2=O)cc1 | -10% | 10% | 76* | -1% | 41* | -37 | -1%
C/C(=N\NC(=O)CNc1cccc2ccccc12)c1ccccc1 | -18% | 0% | -14 | 1% | -7 | 17 | 4%
CC(C)(C)OC(=O)C[C@H]1C/C=C\C[C@@H](CC(=O)N[C@H](CO)Cc2ccccc2)C(=O)N2CCC[C@H]2COC1=O | 193%[activator] | -6% | / | / | / | 7 | /
CCOc1ccc(-c2nnn(CC(=O)N3CCCC(C)C3)n2)cc1 (stereo not drawn) | 42% | -6% | 26 | 4% | 6 | -70* | -7%
Cc1nc(N2CCc3ccccc3C2)[nH]c(=O)c1Cc1ccccc1 | 0% | -2% | 7 | 13% | 8 | -22 | 8%
COc1ccc2cc(C(=O)N/N=C/c3sc4ccccc4c3O)ccc2c1 | -30% | 57%[activator] | 111* | ? | 52* | -98* | ?
Cc1ccc(NC(=O)C2=C(O)c3sccc3N(C)S2(=O)=O)cc1 | -21% | -4% | 27 | 8% | 23* | 60 | -8%
COc1ccc2c(C=O)c[nH]c2c1 | -8% | 4% | -7 | -6% | -2 | 3 | -3%
COc1ccc(CNC(=O)CNC(=O)[C@@H]2Cc3ccccc3CN2)cc1 | -7% | 19% | 8 | / | -1 | ? | 0%
Nc1ncc2c(n1)CC(c1ccco1)CC2=O (stereo not drawn) | -13% | 4% | -4 | -14% | -1 | 100 | -4%
CCCc1nnc(NC(=O)Cn2cnc3ccccc3c2=O)s1 | -1% | -3% | -4 | 0% | -4 | -19 | -1%
COc1ccc(/C(C)=N/NC(=O)c2nnn(-c3nonc3N)c2-c2ccccc2)cc1 | -4% | -4% | -6 | 4% | -2 | ? | ?

Entries shown so far with a furan ring, fused or not:
SMILES | AmpC no deterg | AMA1 RON2 block | Shiga toxin inh | Giardia FBPA inh | CHX counter | HCMV inh | AmpC inh detg
Cc1cccc(CC2S/C(=N/N=C/c3ccco3)N(c3ccccc3)C2=O)c1 (stereo not drawn) | ? | 6% | -9 | 3% | -2 | 43 | ?
CCOC(=O)c1oc2cccc(O)c2c1C | -38% | -5% | 63* | -1% | 32* | 26 | ?
COc1ccc(-c2c(C(F)(F)F)nn(C)c2NC(=O)c2ccco2)cc1 | 7% | -6% | 1 | 0% | 1 | 22 | 3%
Nc1ncc2c(n1)CC(c1ccco1)CC2=O (stereo not drawn) | -13% | 4% | -4 | -14% | -1 | 100 | -4%

(continued)
SMILES | AmpC no deterg | AMA1 RON2 block | Shiga toxin inh | Giardia FBPA inh | CHX counter | HCMV inh | AmpC inh detg
Cc1ccc(C(c2nnnn2C(C)(C)C)N2CCN(C3CCCC3)CC2)cc1 (stereo not drawn) | -10% | -5% | 5 | 1% | 3 | 38 | 3%
O=C(Nc1cccnc1)c1cccc([N+](=O)[O-])c1 | -17% | -1% | 13 | 4% | -7 | 6 | 2%
C=CCn1cnc2c(NCc3ccccc3)ncnc21 | 7% | 7% | 91* | -16% | 50* | 50 | 9%
COc1ccc(N2CCN(C(=O)c3ccc4c(c3)NC(=O)C(CSCc3c(F)cccc3Cl)N4)CC2)cc1 (stereo not drawn) | -16% | / | -11 | -9% | -4 | / | ?
Cc1ccc(C(=O)N2CCN(c3ncccn3)CC2)o1 | -10% | -3% | 25 | / | 0 | -20 | -2%
CCOc1ccc(N2Cc3ccccc3C2)cc1 | -1% | -26% | 116 | ? | 39* | 49 | ?
O=C(c1ccc(-c2nc3ccccc3s2)o1)N1CCN(c2ccccc2O)CC1 | -2% | -30% | 45 | / | 37* | -26 | 3%
COc1cccc(-c2nc(-c3cccs3)no2)c1 | -24% | 2% | 57* | 1% | 43* | 0 | 8%
O=Cc1cn(CC(=O)N2CCc3ccccc32)c2ccccc12 | -23%[11.4 µM] | 4% | -2 | 7% | 8 | ? | ?
Cc1ccc(C(=O)NNC(=O)C2CCN(C(=O)OC(C)(C)C)CC2)cc1 | -23% | 0% | 3 | -12% | -3 | -24 | -6%
Cc1cccc2cc3c(N)c(C(=O)Nc4ccc(N5CCOCC5)cc4)sc3nc12 | -9% | -3% | 6 | 0% | 1 | -19 | 2%
CCCNC(=O)COC(=O)c1ccccc1OCc1ccc(Cl)cc1 | 16% | -1% | -6 | -4% | 10 | -7 | -12%
Cc1cc(C)c2c(C)c(C(=O)NCc3ccc(S(N)(=O)=O)cc3)oc2c1 | -58% | 11% | -3 | 5% | -3 | -14 | 4%
COC(=O)/C(=N/Nc1ccccc1)N1CCCc2ccccc21 | -8% | -6% | -3 | -24% | 6 | -1 | -1%
O=C(Cc1ccccc1)NC1c2ccccc2-c2ccccc21 | -24% | -6% | -2 | 10% | -3 | -35 | ?
COc1cc(/C=C/C(=O)OCC(=O)N(C)C2CCS(=O)(=O)C2)ccc1OC(F)F (stereo not drawn) | 44% | 5% | -1 | / | 1 | 13 | 2%
O=C(NC1CCCC1)c1cc2nc(-c3ccco3)cc(C(F)(F)F)n2n1 | 24% | 1% | -8 | 1% | -2 | -17 | ?
